ASAP1 GAP inh: inhibitors of human ASAP1 ArfGAP activity, primary screen, biochemical, fluorescence polarization. ASAP1-stimulated ARF1 GTP hydrolysis, GDP FP detection. 360,000 compounds, 0.19% hits. inhibition, % at 16.5 µM. Arf-GAP with SH3 domain, ANK repeat and PH domain-containing protein 1 (Homo sapiens), …. AID 624377, 2012; in the data active means inhibition above about 25%;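 further: 0% = vehicle with enzyme and substrate and 100% = no enzyme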
MBD2 DNA inh: inhibitors of MBD2 binding to methylated DNA, primary screen, biochemical, TR-FRET, DNA-binding domain, human; 370,000 compounds, 0.31% hits; MBD2 binding to methylated oligonucleotide; inhibition, % at 4.4 µM; Methyl-CpG-binding domain protein 2 (Homo sapiens), Q9UBB5; in the data active means inhibition above about 13%
PLC-gamma1 inh: PLC-gamma1 enzyme inhibitors, primary screen, biochemical, fluorescence, purified enzyme; fluorogenic substrate; AID 720700, 2013; inhibition, % at 12.2 µM; 1-phosphatidylinositol 4,5-bisphosphate phosphodiesterase gamma-1 (Homo sapiens), P19174; 370,000 compounds, 0.84% hits; in the data active means inhibition above about 9.5%
UHRF1 binding: UHRF1 methylated DNA binding inhibitors, primary screen, counter-screen for MBD2 inhibitor project, biochemical, TR-FRET, human UHRF1, single concentration. 370,000 compounds, 0.75% hits. inhibition, % at 4.4 µM. UHRF1 binding to methylated oligo. AID 687016, 2013; in the data active means inhibition above about 21%;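 further: UHRF1 SRA domain binding a hemimethylated CpG hairpin DNA probe; 0% = median of test compound wells and 100% = reference inhibitor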
KLK7 zymogen act: proKLK7 zymogen activators, primary screen, biochemical, fluorescence intensity; purified proKLK7, EDANS-DABCYL substrate fluorescence; 100% is mature enzyme control, 0% vehicle; activation, % at 7 µM; 370,000 compounds, 0.9% hits; AID 652039, 2013;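 active means activation above the mean of all tested compounds plus 3 SD, computed per campaign excluding outliers beyond control limits, cut at about 13% in these data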
PLC-beta3 inh: human PLC-beta3 inhibitors, primary screen, biochemical, fluorescence. 1-phosphatidylinositol 4,5-bisphosphate phosphodiesterase beta-3 (Homo sapiens), Q01970. Purified PLC-beta3, fluorogenic substrate. inhibition, % at 12.2 µM. 370,000 compounds, 0.18% hits. AID 720704, 2013; in the data active means inhibition above about 11%;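 further: 0% = median of compound wells on plate and 100% = full blocker control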
ADAM17 inh: ADAM17 inhibitors, primary screen, biochemical, QFRET | Disintegrin and metalloproteinase domain-containing protein 17 (Homo sapiens), P78536 | 370,000 compounds, 0.83% hits | inhibition, % at 6.95 µM | recombinant ADAM17, EDANS/DABCYL FRET peptide cleavage;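 active means inhibition above the mean of compounds lying between control limits plus 3 SD, set per campaign, cut at about 8.5% in these data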;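 further: 0% = DMSO-only wells as the low control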
ARFGAP1 inhibitor: inhibitors of rat ARFGAP1 GAP activity, primary screen, biochemical, fluorescence polarization, GDP tracer; ADP-ribosylation factor GTPase-activating protein 1 (Rattus norvegicus), Q62848; Arfgap1-stimulated ARF1 GTP hydrolysis, GDP FP detection; inhibition, % at 16.5 µM; 360,000 compounds, 0.26% hits;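 active means inhibition above a per-plate limit, mean inhibition of low control wells plus 3 SD, cut at about 25% in these data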;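 further: 0% = DMSO wells with enzyme and 100% = wells lacking Arfgap1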
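System: truncated rat Arfgap1 GAP domain / Medium: HEPES-based buffer, pH 7.5 / Also added: N-terminally truncated human ARF1-GTP substrate / Incubation: enzyme reaction 120 min at 25 °C after 20 min preincubation / Measured by: FP of antibody-bound GDP Alexa 633 tracer, ex 620/em 688 nm / Replicates: singlicate, each compound tested once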
Tn7 DDE FP: inhibitors of Tn7 peptide binding to fibrin DD(E), primary screen, biochemical, fluorescence polarization, human fibrin, Tn7 probe; FP displacement of FITC-Tn7 peptide from fibrin DD(E); 0% = median of compound wells per plate; inhibition, % at 8.3 µM; 370,000 compounds, 0.13% hits;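 active means inhibition above the mean of compounds falling within the control limits plus 3 SD of them, cut at about 14% in these data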;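 further: 0% = plate median of compound wells and 100% = 10 µM Aha-Tn7 peptide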
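Assay system: Human fibrin DD(E) protein | Medium: Tris buffer with calcium and detergent, pH 7.8 | Reagent: 0.1 µM fluorescent Tn7 | Compound dosing: Single point at 8.3 µM | Times: 10 min preincubation, 3 h with tracer, room temperature | Detection: Fluorescence polarization of the labelled Tn7 tracer | Controls: Aha-Tn7 high control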
Tn6 DDE FP: inhibitors of Tn6 peptide binding to fibrin DD(E), primary screen, biochemical, fluorescence polarization, human fibrin, Tn6 probe | inhibition, % at 8.3 µM | Fibrin DD(E) TRITC-Tn6 fluorescence polarization displacement | Fibrinogen beta chain (Homo sapiens), P02675 | 370,000 compounds, 0.21% hits;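 active means inhibition above a per-campaign cutoff: mean of compounds within control limits plus 3 SD, cut at about 15% in these data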;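 further: 0% = median of all compound wells on the plate and 100% = blocking peptide control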
Starred values were filed as active, the others as inactive.

1. O=[N+]([O-])c1ccc(CN2CCC(Cc3ccccc3)CC2)cc1
2. COc1ccccc1CC(=O)NNS(=O)(=O)c1ccc([N+](=O)[O-])cc1
3. COc1ccc(-c2csc(NC(=O)Cn3nc(C)cc3C)n2)cc1
4. CCC(=O)Nc1ccc2nc3c(=O)[nH]c(=S)[nH]c3nc2c1
5. Cc1ccc(-c2nc(-c3ccccn3)no2)cc1Cl
6. NS(=O)(=O)c1ccc(NC(=S)NNC(=O)c2cccs2)cc1

screen / no.	1	2	3	4	5	6
KLK7 zymogen act	-0.1	-0.3	0.1	5.5	-0.8	0.9
ADAM17 inh	-2	-4	0	-9	-2	-2
ASAP1 GAP inh	-6	0	1	7	-12	-16
MBD2 DNA inh	2	0	4	-3	0	-4
UHRF1 binding	1	1	-2	2	0	-3
Tn6 DDE FP	1	1	2	-3	7	2
PLC-gamma1 inh	0	2	4	-69	-2	-8
Tn7 DDE FP	1	1	-2	-5	0	-1
PLC-beta3 inh	-5	-3	4	-102	-2	-7
ARFGAP1 inhibitor	-4	-1	-7	3	-1	4

7. Cc1ccn2cc(CCNS(=O)(=O)c3ccc4ccccc4c3)nc2c1
8. CC(C)C(=O)Nc1nnc(SCC(=O)Nc2ccc3c(c2)OCCO3)s1
9. Oc1csc(Cc2nc(-c3ccccc3F)cs2)n1
10. CCN(CC(=O)Nc1c(F)cccc1F)C(=O)COc1ccc2c(C)cc(=O)oc2c1
11. COC(=O)C1(NC(=O)NC2CCCCC2)CCCCC1
12. Cn1nc(-c2ccc3c(c2)OCCO3)c2ccccc2c1=O

screen / no.	7	8	9	10	11	12
KLK7 zymogen act	0.5	0.0	-0.9	-1.2	0.1	-0.3
ADAM17 inh	-2	-1	-1	-50	-6	0
ASAP1 GAP inh	-8	2	7	-5	-10	-5
MBD2 DNA inh	-1	-3	6	3	2	0
UHRF1 binding	0	0	-2	-3	2	1
Tn6 DDE FP	13	-5	3	-6	-1	-7
PLC-gamma1 inh	-3	-3	-1	-12	1	-5
Tn7 DDE FP	10	6	1	4	-2	1
PLC-beta3 inh	-8	-11	-5	-20	-7	-9
ARFGAP1 inhibitor	10	-5	2	1	7	8

13. CS(=O)(=O)N(CC(=O)N1CCOCC1)c1cccc([N+](=O)[O-])c1
14. O=C(COC(=O)c1ccccc1Cl)Nc1cccc(S(=O)(=O)N2CCCCC2)c1
15. O=C1C=CN(Cc2ccccc2)C(c2ccccc2)C1 (stereo not given)
16. Cc1ccc2c(c1)N(CC(=O)NC1CCCCC1)C(=O)c1cccnc1O2
17. COc1cc(C(=O)NC(=S)NNC(=O)c2cnccn2)cc(OC)c1OC
18. CCOc1c2ccc(C(=O)NCc3ccccc3OC)cc2nn1CC

screen / no.	13	14	15	16	17	18
KLK7 zymogen act	-0.5	0.9	-0.4	0.2	-1.2	3.5
ADAM17 inh	3	6	-9	1	11*	-186
ASAP1 GAP inh	1	2	-3	3	0	-3
MBD2 DNA inh	-2	2	7	0	4	-2
UHRF1 binding	1	1	3	-3	5	0
Tn6 DDE FP	10	-4	-4	-1	-5	11
PLC-gamma1 inh	0	3	2	2	-4	-289
Tn7 DDE FP	4	2	8	4	6	6
PLC-beta3 inh	4	2	-9	1	-11	-480
ARFGAP1 inhibitor	11	1	-3	-9	0	-3

19. O=C(O)c1cccc(S(=O)(=O)N2CCCC(c3nc4c(nnn4Cc4ccccc4Cl)c(=O)[nH]3)C2)c1 (stereo not given)
20. COC(=O)c1ccccc1NC(=O)CN1CCC(n2nnc3cc(C(F)(F)F)ccc32)CC1
21. CCc1ccccc1NC(=O)CSc1nnc(Cn2nnc3ccccc32)n1C
22. CC(C)c1ccc(O)c(NC(=S)NC(=O)c2cccnc2)c1
23. Cc1ccc(S(=O)(=O)NCC(C)n2cncn2)cc1 (stereo not given)
24. CCOc1cccc(NC(=O)Cc2cccs2)c1

screen / no.	19	20	21	22	23	24
KLK7 zymogen act	0.3	-0.7	0.3	0.6	0.3	0.6
ADAM17 inh	-3	-2	0	3	-1	-3
ASAP1 GAP inh	-3	5	-4	-9	2	-8
MBD2 DNA inh	-3	3	-2	-3	1	-1
UHRF1 binding	1	1	-3	-4	2	10
Tn6 DDE FP	-9	5	-5	3	5	-3
PLC-gamma1 inh	2	0	-3	-1	5	0
Tn7 DDE FP	5	-2	-4	12	-2	-3
PLC-beta3 inh	-5	0	1	2	-1	1
ARFGAP1 inhibitor	-11	9	5	14	-18	-20

25. CC(C)CSC1=NSC2=NC(=O)/C(=C\c3coc4ccccc4c3=O)C(=N)N12
26. Nc1ccn(C2CC(O)C(CO)O2)c(=O)n1 (stereo not given)
27. Oc1ccc(/C=N/N2CCOCC2)c(O)c1O
28. O=C(CN1C(=O)CSc2ccc(S(=O)(=O)N3CCCCCC3)cc21)NCCc1ccccc1
29. CCCC(=O)N(c1ccc(OC)cc1)C1C=CS(=O)(=O)C1 (stereo not given)
30. CC(C)c1cc(C(=O)NCCc2ccccc2)no1

screen / no.	25	26	27	28	29	30
KLK7 zymogen act	-2.6	0.0	0.6	0.2	-1.0	0.0
ADAM17 inh	-25	-2	-1	2	-4	2
ASAP1 GAP inh	15	-4	7	1	-17	6
MBD2 DNA inh	-6	3	-3	-6	-6	-1
UHRF1 binding	-4	-1	7	-1	-2	1
Tn6 DDE FP	-2	5	-1	1	1	-7
PLC-gamma1 inh	-200	7	-1	-1	0	5
Tn7 DDE FP	-1	-2	-4	10	2	-1
PLC-beta3 inh	-180	3	-9	-4	4	-4
ARFGAP1 inhibitor	-11	3	2	8	8	10

31. O=C1CCCN1CCC(=O)N1CCCC(CO)(Cc2ccccc2)C1 (stereo not given)
32. CC1=CC(C)[C@@H]2COC(c3ccc(O)cc3)[C@H]1C2C (stereo not given in full)
33. N/C(=N\OC(=O)c1cccc2ccccc12)c1ccncc1
34. CC(CN1C(C)CCCC1C)OC(=O)c1ccccc1Br (stereo not given)
35. CCN1CCC(O)(C#Cc2ccccc2)CC1
36. O=C(Nc1ccc2nc(-c3cccs3)[nH]c2c1)c1ccco1

screen / no.	31	32	33	34	35	36
KLK7 zymogen act	-0.2	0.2	0.1	0.2	-0.4	1.4
ADAM17 inh	-4	-4	-5	-1	-4	-31
ASAP1 GAP inh	-5	2	8	3	-6	1
MBD2 DNA inh	4	4	3	-2	-2	1
UHRF1 binding	-4	0	-5	2	2	0
Tn6 DDE FP	3	3	-2	-2	6	-3
PLC-gamma1 inh	2	-7	-3	5	1	-102
Tn7 DDE FP	-4	1	2	-5	-4	1
PLC-beta3 inh	-5	-8	-12	-1	-1	-125
ARFGAP1 inhibitor	12	5	3	10	11	10

37. Cc1ccc(-c2ccc(CCC(=O)O)n2-c2cccc(C(=O)O)c2)cc1
38. COc1cc(OC)cc(C(=O)NC(C)CCc2ccccc2)c1 (stereo not given)
39. COc1cccc(S(=O)(=O)N(C)C[C@@H]2OCc3cn(nn3)CCCC(=O)N([C@H](C)CO)C[C@H]2C)c1
40. COc1ccc2nc(C)cc(SCC(=O)N/N=C/c3c(OC)ccc4ccccc34)c2c1

screen / no.	37	38	39	40
KLK7 zymogen act	0.3	-0.6	-0.7	0.5
ADAM17 inh	-18	-1	-5	-5
ASAP1 GAP inh	-6	-4	-2	8
MBD2 DNA inh	2	2	1	1
UHRF1 binding	-1	1	1	-1
Tn6 DDE FP	5	-7	-7	4
PLC-gamma1 inh	-41	0	-1	1
Tn7 DDE FP	2	-2	-3	2
PLC-beta3 inh	-59	-8	-1	0
ARFGAP1 inhibitor	6	3	5	3

Of the compounds above, these have a halogen.
5. Cc1ccc(-c2nc(-c3ccccn3)no2)cc1Cl
9. Oc1csc(Cc2nc(-c3ccccc3F)cs2)n1
10. CCN(CC(=O)Nc1c(F)cccc1F)C(=O)COc1ccc2c(C)cc(=O)oc2c1
14. O=C(COC(=O)c1ccccc1Cl)Nc1cccc(S(=O)(=O)N2CCCCC2)c1
19. O=C(O)c1cccc(S(=O)(=O)N2CCCC(c3nc4c(nnn4Cc4ccccc4Cl)c(=O)[nH]3)C2)c1 (stereo not given)
20. COC(=O)c1ccccc1NC(=O)CN1CCC(n2nnc3cc(C(F)(F)F)ccc32)CC1
34. CC(CN1C(C)CCCC1C)OC(=O)c1ccccc1Br (stereo not given)

screen / no.	5	9	10	14	19	20	34
KLK7 zymogen act	-0.8	-0.9	-1.2	0.9	0.3	-0.7	0.2
ADAM17 inh	-2	-1	-50	6	-3	-2	-1
ASAP1 GAP inh	-12	7	-5	2	-3	5	3
MBD2 DNA inh	0	6	3	2	-3	3	-2
UHRF1 binding	0	-2	-3	1	1	1	2
Tn6 DDE FP	7	3	-6	-4	-9	5	-2
PLC-gamma1 inh	-2	-1	-12	3	2	0	5
Tn7 DDE FP	0	1	4	2	5	-2	-5
PLC-beta3 inh	-2	-5	-20	2	-5	0	-1
ARFGAP1 inhibitor	-1	2	1	1	-11	9	10

Compound activity from PubChem BioAssay.

This is a random part of the collection. Share with any hit: about 4.1%.
